MazF activator: activators of E. coli MazEF toxin-antitoxin RNase, primary screen, biochemical, fluorescence, uHTS. activation, % at 20 µM. FAM/BHQ RNA-DNA oligo cleavage fluorescence, 5 h. Endoribonuclease toxin MazF (Escherichia coli (strain K12)), P0AE70. 350,000 compounds, 0.32% hits; in the data active = activation above about 50%
Target sequence (P0AE70 whole entry, looked up): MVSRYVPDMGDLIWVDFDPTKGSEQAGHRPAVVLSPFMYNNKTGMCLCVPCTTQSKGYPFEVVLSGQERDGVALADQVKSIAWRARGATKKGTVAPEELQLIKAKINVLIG
Mtb FBA inh: Mtb FBA enzyme inhibitors, primary screen, biochemical, fluorescence, strain H37Rv; 360,000 compounds, 2.3% hits; inhibition, % at 1 µM; purified M. tuberculosis FBA, fluorescence read-out; in the data active = inhibition above about 27%;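 note: 0% = vehicle and 100% = reference inhibitor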
Target sequence (P9WQA3 whole entry, looked up): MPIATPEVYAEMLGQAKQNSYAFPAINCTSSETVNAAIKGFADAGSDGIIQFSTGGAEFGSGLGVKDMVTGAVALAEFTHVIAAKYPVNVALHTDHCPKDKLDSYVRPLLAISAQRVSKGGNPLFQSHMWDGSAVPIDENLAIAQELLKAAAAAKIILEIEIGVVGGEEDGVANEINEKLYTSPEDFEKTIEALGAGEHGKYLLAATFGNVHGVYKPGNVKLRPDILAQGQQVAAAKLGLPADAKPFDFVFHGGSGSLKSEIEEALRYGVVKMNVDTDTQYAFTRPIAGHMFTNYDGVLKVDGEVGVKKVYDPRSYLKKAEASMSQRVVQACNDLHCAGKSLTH
Mtb BioA inh: M. tuberculosis BioA enzyme inhibitors, primary screen, biochemical, plate reader, single point, HTS | 360,000 compounds, 0.096% hits | AID 602481, 2012 | 7,8-diaminopelargonic acid synthase BioA (Mycobacterium tuberculosis) | inhibition, % at 9.99 µM | purified M. tuberculosis BioA enzyme; in the data active = inhibition above about 40%; inconclusive = no clear call, values can overlap the other calls
Mtb UGM inh: M. tuberculosis UGM enzyme inhibitors, primary screen, biochemical, fluorescence polarization, single point. UDP-galactopyranose mutase (Mycobacterium tuberculosis (strain ATCC 25618 / H37Rv)), …. purified UGM, fluorescence polarization probe displacement. inhibition, % at 10 µM. 320,000 compounds, 0.06% hits; in the data active = inhibition above about 10%, passing the limit was not always enough; inconclusive = no clear call, values can overlap the other calls
Target sequence (P9WIQ1 whole entry, looked up): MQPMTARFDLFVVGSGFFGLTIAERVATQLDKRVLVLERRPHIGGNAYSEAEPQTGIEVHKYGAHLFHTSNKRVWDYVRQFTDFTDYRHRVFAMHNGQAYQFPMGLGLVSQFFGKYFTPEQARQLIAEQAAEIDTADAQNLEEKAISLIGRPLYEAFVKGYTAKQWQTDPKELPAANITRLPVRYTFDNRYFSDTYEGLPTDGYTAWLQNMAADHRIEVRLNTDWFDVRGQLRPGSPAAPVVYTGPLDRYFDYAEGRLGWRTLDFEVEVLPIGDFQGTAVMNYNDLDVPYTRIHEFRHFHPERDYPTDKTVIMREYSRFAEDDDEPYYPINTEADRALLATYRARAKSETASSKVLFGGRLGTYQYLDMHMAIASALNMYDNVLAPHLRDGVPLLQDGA
Rv3671c protease: Rv3671c serine protease inhibitors, primary screen, biochemical, fluorescence polarization, M. tuberculosis H37Rv. 320,000 compounds, 0.048% hits. P9WHR9. inhibition, % at 5.96 µM; in the data active = inhibition above about 38%;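 note: extracellular domain of Rv3671c used as enzyme; 0% = enzyme with DMSO and 100% = no enzyme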
BoNT-F LC inh: BoNT/F light chain protease inhibitors, primary screen, biochemical, flow cytometry, MLPCN library. Botulinum neurotoxin type F light chain protease (Clostridium botulinum). Multiplex microsphere protease cleavage assay. inhibition, % at 10 µM. 360,000 compounds, 0.22% hits; in the data active = inhibition above about 35%, passing the limit was not always enough; inconclusive = no clear call, values can overlap the other calls; note: plate controls were buffer without enzyme for full effect and enzyme alone for no effect
GDH-TPI counter: GDH-TPI coupling enzyme inhibitors, primary screen, artefact control for M. tuberculosis FBA inhibitor project, biochemical, absorbance, full deck; AID 588335, 2011; inhibition, % at 4.8 µM; GDH-TPI coupled enzyme counterscreen, NADH absorbance; 360,000 compounds, 1.2% hits; in the data active = inhibition above about 30%;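 note: 0% = DMSO wells and 100% = wells lacking the enzyme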
FadD28 FP inh: inhibitors of FadD28 bisubstrate probe binding, primary screen, biochemical, fluorescence polarization, single point | AID 588549, 2011 | 360,000 compounds, 0.22% hits | inhibition, % at 12.5 µM; in the data active = inhibition above about 8.5%, passing the limit was not always enough; inconclusive = no clear call, values can overlap the other calls
PrPC surface inh: inhibitors of human cell surface prion protein PrPC, primary screen, cell-based, TR-FRET; Major prion protein (Homo sapiens), P04156; TR-FRET read-out; inhibition, % at 13.8 µM; 370,000 compounds, 0.43% hits; in the data active = inhibition above about 24%; note: 0% = median of the test wells and 100% = reference compound wells
Starred values were filed as active, the others as inactive.

Results for COCCOc1cc(-n2cccc2)c(Cl)cc1Cl ?
MazF activator: -6; Mtb FBA inh: -1; Mtb BioA inh: 5.4; Mtb UGM inh: 0.0; Rv3671c protease: -3; BoNT-F LC inh: -3; GDH-TPI counter: 5; FadD28 FP inh: -0.7; PrPC surface inh: 6

How did COc1ccc(C(=O)NCCSc2ccccc2C)cc1 do in these assays?
MazF activator: -3; Mtb FBA inh: 0; Mtb BioA inh: 1.7; Mtb UGM inh: -2.5; Rv3671c protease: 6; BoNT-F LC inh: inconclusive; GDH-TPI counter: 25; FadD28 FP inh: -1.5; PrPC surface inh: 7

What do the screens show for `Cc1nc2ccc(NC(=S)NCCCO)cc2nc1C`?
MazF activator: -11; Mtb FBA inh: 20; Mtb UGM inh: -1.9; Rv3671c protease: 0; BoNT-F LC inh: -1; GDH-TPI counter: 9; FadD28 FP inh: -0.4; PrPC surface inh: -2

How did Cc1cccc(C)c1NC(=O)CSc1cc(C(=O)c2nccn2C)c2ccccc2n1 do in these assays?
MazF activator: -3; Mtb FBA inh: -1; Mtb UGM inh: 0.4; Rv3671c protease: 3; BoNT-F LC inh: -18; GDH-TPI counter: 6; FadD28 FP inh: -2.6; PrPC surface inh: -5

What do the screens show for `COc1ccc(NC(=O)c2cccs2)cc1C(=O)N1CCN(c2ccccc2)CC1`?
MazF activator: -2; Mtb FBA inh: -3; Mtb BioA inh: 1.3; Mtb UGM inh: 0.2; Rv3671c protease: -4; BoNT-F LC inh: -19; GDH-TPI counter: 0; FadD28 FP inh: -1.6; PrPC surface inh: 1

What do the screens show for `Brc1ccc(CSc2nnc3ccccn23)cc1`?
MazF activator: 8; Mtb FBA inh: 5; Mtb BioA inh: 0.4; Mtb UGM inh: 1.2; Rv3671c protease: -10; BoNT-F LC inh: -3; GDH-TPI counter: 2; FadD28 FP inh: -3.6; PrPC surface inh: 1

Results for CCOC(=O)C(C)Sc1ncc(-c2ccc(Cl)cc2)cn1 (stereo unspecified) ?
MazF activator: -16; Mtb FBA inh: 5; Mtb UGM inh: -1.1; Rv3671c protease: -5; BoNT-F LC inh: -4; GDH-TPI counter: -13; FadD28 FP inh: -3.6; PrPC surface inh: 4

What do the screens show for `COc1ccc(C2C(=O)c3ccccc3C2=Nc2ccc(Br)cc2)cc1` (stereo unspecified)?
MazF activator: 13; Mtb FBA inh: 1; Mtb BioA inh: -1.4; Mtb UGM inh: 1.0; Rv3671c protease: -2; BoNT-F LC inh: 5; GDH-TPI counter: 8; FadD28 FP inh: -1.5; PrPC surface inh: 4

Results for FC(F)(F)c1cc(-c2ccco2)nc(NCc2cccs2)n1 ?
MazF activator: 4; Mtb FBA inh: 0; Mtb BioA inh: 4.0; Mtb UGM inh: 2.2; Rv3671c protease: 2; BoNT-F LC inh: 13; GDH-TPI counter: -4; FadD28 FP inh: -3.9; PrPC surface inh: 5

How did O=C(O)CCCC(=O)N1CCC(C(O)(c2ccccc2)c2ccccc2)CC1 do in these assays?
MazF activator: -4; Mtb FBA inh: 0; Mtb BioA inh: -0.5; Mtb UGM inh: 0.6; Rv3671c protease: 10; BoNT-F LC inh: 0; GDH-TPI counter: 5; FadD28 FP inh: 0.3; PrPC surface inh: -3

How did CCOc1ccccc1NC(=O)Cn1nnc(C(=O)NCCc2ccc(OCC)c(OCC)c2)c1N do in these assays?
MazF activator: -13; Mtb FBA inh: 1; Mtb BioA inh: -0.8; Mtb UGM inh: 1.7; Rv3671c protease: -9; BoNT-F LC inh: 0; GDH-TPI counter: 14; FadD28 FP inh: 0.8; PrPC surface inh: -6

What do the screens show for `COc1ccc(N(C)S(=O)(=O)c2cccc(C(=O)NCC3CCCO3)c2)cc1` (stereo unspecified)?
MazF activator: -2; Mtb FBA inh: -3; Mtb BioA inh: 1.1; Mtb UGM inh: -1.5; Rv3671c protease: 1; BoNT-F LC inh: inconclusive; GDH-TPI counter: -8; FadD28 FP inh: -2.5; PrPC surface inh: -3

How did COc1ccc(NS(=O)(=O)c2ccc(C(=O)N3CCC(C)CC3)cc2)cc1 do in these assays?
MazF activator: -10; Mtb FBA inh: 3; Mtb BioA inh: -2.2; Mtb UGM inh: -0.2; Rv3671c protease: 3; BoNT-F LC inh: 4; GDH-TPI counter: 3; FadD28 FP inh: -0.6; PrPC surface inh: 14

How did O=c1c(-c2nnc(SCc3ccc(Cl)c(Cl)c3)o2)cccn1Cc1ccccc1 do in these assays?
MazF activator: -9; Mtb FBA inh: 14; Mtb BioA inh: 0.0; Mtb UGM inh: -1.1; Rv3671c protease: -4; BoNT-F LC inh: -5; GDH-TPI counter: 3; FadD28 FP inh: -0.1; PrPC surface inh: 1

Results for Cn1c(SCC#N)nnc1-c1cnccn1 ?
MazF activator: 3; Mtb FBA inh: 1; Mtb BioA inh: -0.9; Mtb UGM inh: -0.6; Rv3671c protease: 4; BoNT-F LC inh: 14; GDH-TPI counter: -8; FadD28 FP inh: -2.7; PrPC surface inh: 1

How did Cc1ccc(S(=O)(=O)N2CC(C)N(C(=O)N3CCOCC3)C2)cc1 (stereo unspecified) do in these assays?
MazF activator: 3; Mtb FBA inh: -1; Mtb BioA inh: 0.7; Mtb UGM inh: -0.3; Rv3671c protease: 0; BoNT-F LC inh: 9; GDH-TPI counter: -5; FadD28 FP inh: -1.5; PrPC surface inh: -8

Results for Cc1nc(C(=O)O)nn1-c1cc(Cl)ccc1Cl ?
MazF activator: 2; Mtb FBA inh: 5; Mtb UGM inh: 1.0; Rv3671c protease: -3; BoNT-F LC inh: -6; GDH-TPI counter: 4; FadD28 FP inh: 0.2; PrPC surface inh: -4

How did O=C(NCCCO)c1ccc(CSc2nc3ccccc3c(=O)[nH]2)cc1 do in these assays?
MazF activator: -21; Mtb FBA inh: -1; Mtb BioA inh: -0.8; Mtb UGM inh: -1.0; Rv3671c protease: -10; BoNT-F LC inh: 4; GDH-TPI counter: 6; FadD28 FP inh: -2.9; PrPC surface inh: 7

How did CNC(=O)COC(=O)c1cccc(S(=O)(=O)N2CCN(c3ccc(F)cc3)CC2)c1 do in these assays?
MazF activator: -5; Mtb FBA inh: 1; Mtb BioA inh: -1.5; Mtb UGM inh: -1.7; Rv3671c protease: 16; BoNT-F LC inh: -2; GDH-TPI counter: 2; FadD28 FP inh: -0.7; PrPC surface inh: 2

How did CCCCC(Sc1nc(C)c(Cc2ccccc2)c(=O)[nH]1)C(=O)O (stereo unspecified) do in these assays?
MazF activator: 2; Mtb FBA inh: -8; Mtb BioA inh: 2.1; Mtb UGM inh: 4.6; Rv3671c protease: 4; BoNT-F LC inh: -21; GDH-TPI counter: -8; FadD28 FP inh: -4.3; PrPC surface inh: -1

4 compounds already listed, arranged by length of the SMILES, rising:
Results for Cn1c(SCC#N)nnc1-c1cnccn1 ?
MazF activator: 3; Mtb FBA inh: 1; Mtb BioA inh: -0.9; Mtb UGM inh: -0.6; Rv3671c protease: 4; BoNT-F LC inh: 14; GDH-TPI counter: -8; FadD28 FP inh: -2.7; PrPC surface inh: 1

Results for FC(F)(F)c1cc(-c2ccco2)nc(NCc2cccs2)n1 ?
MazF activator: 4; Mtb FBA inh: 0; Mtb BioA inh: 4.0; Mtb UGM inh: 2.2; Rv3671c protease: 2; BoNT-F LC inh: 13; GDH-TPI counter: -4; FadD28 FP inh: -3.9; PrPC surface inh: 5

How did O=C(NCCCO)c1ccc(CSc2nc3ccccc3c(=O)[nH]2)cc1 do in these assays?
MazF activator: -21; Mtb FBA inh: -1; Mtb BioA inh: -0.8; Mtb UGM inh: -1.0; Rv3671c protease: -10; BoNT-F LC inh: 4; GDH-TPI counter: 6; FadD28 FP inh: -2.9; PrPC surface inh: 7

How did Cc1cccc(C)c1NC(=O)CSc1cc(C(=O)c2nccn2C)c2ccccc2n1 do in these assays?
MazF activator: -3; Mtb FBA inh: -1; Mtb UGM inh: 0.4; Rv3671c protease: 3; BoNT-F LC inh: -18; GDH-TPI counter: 6; FadD28 FP inh: -2.6; PrPC surface inh: -5

Later entries
Results for COC(=O)C1=C(C)Nc2nnnn2C1c1cccnc1 (stereo unspecified) ?
MazF activator: 3; Mtb FBA inh: 5; Mtb BioA inh: 0.8; Mtb UGM inh: -1.8; Rv3671c protease: 0; BoNT-F LC inh: -3; GDH-TPI counter: 2; FadD28 FP inh: 0.0; PrPC surface inh: -2

How did Cc1cccc(CC2S/C(=N/N=C/c3ccco3)N(c3ccccc3)C2=O)c1 (stereo unspecified) do in these assays?
MazF activator: -17; Mtb FBA inh: 4; Mtb UGM inh: -1.1; Rv3671c protease: 6; BoNT-F LC inh: -4; GDH-TPI counter: 9; FadD28 FP inh: -0.9; PrPC surface inh: 9

What do the screens show for `COc1cc(C(=O)N/N=C/c2cn(Cc3cccc(F)c3)c3ccccc23)ccc1O`?
MazF activator: 5; Mtb FBA inh: 4; Mtb BioA inh: -2.6; Mtb UGM inh: 1.2; BoNT-F LC inh: -12; GDH-TPI counter: 35*; FadD28 FP inh: -2.2; PrPC surface inh: 6

Results for CC1=C(C(=O)OCc2ccccc2)C(c2ccc(C)o2)C2=C(CCCC2=O)N1 (stereo unspecified) ?
MazF activator: -5; Mtb FBA inh: 3; Mtb UGM inh: 0.2; Rv3671c protease: 6; BoNT-F LC inh: -8; GDH-TPI counter: 22; FadD28 FP inh: -5.7; PrPC surface inh: 9

Results for COC(=O)c1ccc2c(=O)n(Cc3ccc(C(=O)NCCCN4CCOCC4)cc3)c(=S)[nH]c2c1 ?
MazF activator: 4; Mtb FBA inh: 0; Mtb BioA inh: -0.9; Mtb UGM inh: -2.2; Rv3671c protease: -6; BoNT-F LC inh: -6; GDH-TPI counter: 3; FadD28 FP inh: -2.4; PrPC surface inh: -7

Results for CC(C)c1ccccc1NC(=O)c1ccccc1NC(=O)C1CCCCC1 ?
MazF activator: -2; Mtb FBA inh: -3; Mtb UGM inh: -1.9; Rv3671c protease: -9; BoNT-F LC inh: 0; GDH-TPI counter: -7; FadD28 FP inh: -1.6; PrPC surface inh: 3

How did CCCCNC(=O)C1(C)CCN1C(=O)c1ccc2ccccc2n1 (stereo unspecified) do in these assays?
Mtb FBA inh: 2; Mtb BioA inh: -0.7; BoNT-F LC inh: -9; GDH-TPI counter: 4; FadD28 FP inh: 0.3; PrPC surface inh: -7

How did CCN(CC)S(=O)(=O)c1ccc(NC(=O)C(OC)c2ccccc2)cc1 (stereo unspecified) do in these assays?
MazF activator: 5; Mtb FBA inh: 1; Mtb UGM inh: -0.5; Rv3671c protease: 2; BoNT-F LC inh: 5; GDH-TPI counter: -2; FadD28 FP inh: -2.5; PrPC surface inh: -3

Results for CCN1C(=O)[C@@H]2[C@@H](c3ccc(-c4cccc(Cl)c4)cc3)N3CCC[C@@]3(C(=O)OC)[C@@H]2C1=O ?
MazF activator: -2; Mtb FBA inh: 7; Mtb BioA inh: -4.5; Mtb UGM inh: 2.7; Rv3671c protease: -9; BoNT-F LC inh: -4; GDH-TPI counter: 3; FadD28 FP inh: -1.8; PrPC surface inh: 3

What do the screens show for `CC(=O)Nc1nnc(-c2ccco2)o1`?
MazF activator: -1; Mtb FBA inh: 0; Rv3671c protease: 0; BoNT-F LC inh: 4; GDH-TPI counter: -11; FadD28 FP inh: -3.8; PrPC surface inh: -1

How did COc1cccc(NC(=O)Cn2c(=O)n(-c3cc(OC)c(OC)c(OC)c3)c(=O)c3ccccc32)c1 do in these assays?
MazF activator: -27; Mtb FBA inh: 5; Mtb BioA inh: -0.6; Mtb UGM inh: -1.0; Rv3671c protease: -7; BoNT-F LC inh: 3; GDH-TPI counter: -9; FadD28 FP inh: 1.2; PrPC surface inh: 2

High-throughput results deposited in PubChem BioAssay by several laboratories.
